APJ ag – agonists of human apelin receptor APJ, primary screen, CHO-K1 cells, PathHunter beta-arrestin, luminescence; P35414; 0% DMSO wells, 100% apelin; activation, % at 20 µM; 330,000 compounds, 0.11% hits;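 active means activation more than six SD over the plate average, tested at 20 µM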;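 further: 0% = DMSO alone and 100% = apelin-13 at 10 nM; some results filed as inactive read as strong as hits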
Target sequence (P35414 whole entry, looked up): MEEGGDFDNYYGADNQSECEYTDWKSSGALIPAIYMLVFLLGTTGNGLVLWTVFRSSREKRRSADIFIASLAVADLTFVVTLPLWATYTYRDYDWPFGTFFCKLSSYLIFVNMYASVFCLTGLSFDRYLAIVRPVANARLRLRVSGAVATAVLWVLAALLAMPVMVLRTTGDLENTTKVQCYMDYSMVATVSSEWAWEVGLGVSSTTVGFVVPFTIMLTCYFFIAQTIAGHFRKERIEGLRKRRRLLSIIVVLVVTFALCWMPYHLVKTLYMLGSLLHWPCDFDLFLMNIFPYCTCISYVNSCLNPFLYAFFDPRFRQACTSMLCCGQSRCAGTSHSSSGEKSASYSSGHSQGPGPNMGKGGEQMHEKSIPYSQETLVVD
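Material: CHO-K1 APJ beta-arrestin complementation cell line; Input: cell density 1000 per well; Incubation: compound stimulation 90 min at 25 °C, detection 60 min; Signal: luminescence from split beta-galactosidase complementation, Galacton Star/Emerald II substrate; Controls: DMSO-only wells as negative, 10 nM Apelin-13 as positive control.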
NALP3 yeast inh – NALP3 inflammasome inhibitors in reconstituted yeast, primary screen, luminescence, uHTS; Yeast reconstituted NLRP3/ASC/caspase-1, beta-gal luminescence, 24 h; inhibition, % at 10 µM; 330,000 compounds, 0.39% hits; AID 2825, 2010;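 active means inhibition of 50% or more; inactive means inhibition below 50%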;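 further: plate controls were induced DMSO wells for no effect and uninduced yeast grown without galactose for full effect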
tim10-1 inh – growth inhibitors of tim10-1 mutant yeast, primary screen, luminescence, uHTS. S. cerevisiae tim10-1 ts strain growth, BacTiter-Glo, 24 h. inhibition, % at 20 µM. 330,000 compounds, 2.2% hits;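 active means inhibition of at least 40%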;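 further: mutant grown at 25 °C; 0% = DMSO wells with yeast and 100% = wells holding no yeast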
tim23-1 inh – growth inhibitors of tim23-1 mutant yeast, primary screen, luminescence, uHTS; AID 463212, 2010; S. cerevisiae tim23-1 growth, BacTiter-Glo luminescence, 24 h; inhibition, % at 20 µM; 330,000 compounds, 1.3% hits;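 active means growth inhibition of the mutant yeast at or above 50%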;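 further: temperature-sensitive mutant grown at 25 °C; plate controls were DMSO-treated mutant yeast for no effect and medium wells lacking yeast for full effect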
beta cell repl – inducers of MIN6 beta-cell proliferation, primary screen, ATP luminescence, uHTS | MIN6 cells proliferation, ATPlite luminescence, 48 h; cells starved in 0.2% serum; 100% = growth in 10% serum | 330,000 compounds, 0.29% hits | proliferation, % at 10 µM;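 active means compounds whose signal lies at least 3.5 SD above the mean of all wells on their plate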;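 further: 0% = DMSO-treated cells in low-serum medium and 100% = 10% serum control; some compounds called inactive have numbers as strong as hits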
TIM10 inh – growth inhibitors of isogenic TIM10 control yeast, primary screen, counter-screen for tim10-1 yeast inhibitor project, luminescence, uHTS; S. cerevisiae TIM10 strain growth, BacTiter-Glo luminescence, 24 h; 330,000 compounds, 1.4% hits; inhibition, % at 10 µM; AID 463195, 2010;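 active means inhibition of 40% or more at the single tested concentration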;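 further: wild-type TIM10 isogenic control strain grown at permissive 25 °C; 0% = DMSO yeast wells and 100% = minimal medium wells without yeast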
MPTP inh – mitochondrial permeability transition pore inhibitors, primary screen, biochemical, isolated mouse mitochondria, absorbance; Ca2+ swelling absorbance, 30 min; inhibition, % at 10 µM; 360,000 compounds, 1.4% hits; AID 602449, 2012;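 active means inhibition of 50% or more, scaled per plate between neutral and stimulator controls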;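 further: 0% = DMSO wells given calcium and 100% = 1 mM EGTA wells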
APJ antag – antagonists of human apelin receptor APJ, primary screen, CHO-K1 cells, beta-arrestin complementation, luminescence; 330,000 compounds, 0.32% hits; AID 2521, 2010; P35414; inhibition, % at 20 µM;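 active means inhibition above about 40% at 20 µM, limit read from the data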;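 further: cells challenged with 10 nM apelin-13 agonist together with compound; plate controls were apelin-13 plus DMSO wells for no effect and DMSO wells lacking apelin-13 for full effect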
GRIN3A LBD mod – binders of NR3A ligand-binding domain, primary screen, biophysical, differential scanning fluorimetry, uHTS | Glutamate receptor ionotropic, NMDA 3A (GRIN3A) ligand-binding domain | AID 1259313, 2017 | NR3A LBD differential scanning fluorimetry, Tm shift; 0% = protein alone, 100% = glycine-bound protein | 340,000 compounds, 2.5% hits | Tm shift relative to glycine control, % at 25 µM;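 active means melting temperature shift of at least 10% of the positive control shift, at one fixed dose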
* hit, by the source's call; . = no result given.

Preview, two compounds:
SMILES	APJ ag	NALP3 yeast inh	tim10-1 inh	tim23-1 inh	beta cell repl	TIM10 inh	MPTP inh	APJ antag	GRIN3A LBD mod
CN(CCC1CCOCC1)C(=O)c1cc(COc2c(F)cccc2F)on1	-5	4	6	21	2	3	-1.6	13	-1
Cn1c(SCC(N)=O)nnc1-c1cnccn1	-2	4	-3	-3	-2	-6	-1.3	12	0

Main list, from the first entry:
SMILES	APJ ag	NALP3 yeast inh	tim10-1 inh	tim23-1 inh	beta cell repl	TIM10 inh	MPTP inh	APJ antag	GRIN3A LBD mod
CN(CCC1CCOCC1)C(=O)c1cc(COc2c(F)cccc2F)on1	-5	4	6	21	2	3	-1.6	13	-1
Cn1c(SCC(N)=O)nnc1-c1cnccn1	-2	4	-3	-3	-2	-6	-1.3	12	0
CCOCCCNC(=S)N1CCC(NC(=O)c2ccco2)CC1	0	9	8	6	-2	-18	-1.1	-2	1
O=S(=O)(NC1CCCCC1)c1cccc2nsnc12	-3	19	6	5	-1	1	2.1	11	-2
Cn1nc(-c2ccc(Cl)cc2)c2cc(C(=O)N3CCCC3)sc21	4	18	35	39	-3	16	-0.5	5	-1
O=C(COc1ccc([N+](=O)[O-])cc1)Nc1ccc(C(=O)Nc2ccccc2C(=O)O)cc1	-2	5	11	3	2	18	-1.7	3	6
Cc1ccc2nc(-c3ccc(NC(=O)CSc4ccccc4)cc3)[nH]c2c1	7	9	-6	5	-3	2	1.8	-4	29*
O=C(Cn1cnc2scc(-c3ccc(F)cc3)c2c1=O)NCC(c1ccco1)N1CCCC1 (stereo unspecified)	-3	11	-3	-2	0	-4	-1.4	10	1
COCCN(C(=O)/C=C/c1ccccc1)c1nnc(-c2cccnc2)s1	-1	9	10	29	3	-12	3.8	4	-2
CC1CCc2c(sc3nc(SCC(=O)O)n(-c4ccccc4)c(=O)c23)C1 (stereo unspecified)	-3	4	2	13	-1	-24	0.5	-10	1
CCOC(=O)c1nn(-c2cccc(C)c2)c2nc(-c3ccccc3)c(C#N)c(=O)n12	-1	2	-23	-22	-2	-31	-2.9	29	8
COc1ccc(O[C@H]2C=C[C@@H](c3ccccc3)O[C@@H]2COC(=O)CC/C(C)=N/OC[C@@H](O)[C@H]2O[C@@H]3OC(C)(C)O[C@@H]3[C@H]2O)cc1	6	4	18	21	-4	6	.	3	.
O=C(c1cc(C2CC2)nn1-c1ccccc1)N1CCN(S(=O)(=O)c2ccccc2)CC1	1	9	18	21	0	17	-1.6	5	-2
Cc1ccc(C2c3[nH]c4ccccc4c3C[C@H]3C(=O)N(c4ccccc4C(=O)N4CCC[C@H]4C(=O)O)C(=O)N23)cc1 (stereo partly specified)	-2	5	-11	-6	0	0	1.8	-55	-2
O=C(O)c1ccc2c(c1)ncn2C1CCCC1	-3	4	11	1	-4	-6	0.3	-16	2
CCC(C)NC(=O)CSc1nc2ccccc2c(=O)n1-c1c(C)n(C)n(-c2ccccc2)c1=O (stereo unspecified)	8	-5	1	5	3	4	0.7	2	-2
O=C(C1COc2ccccc2O1)N1CCn2c(nc3ccccc32)C1 (stereo unspecified)	-4	18	19	6	0	14	-1.7	-21	0
O=C(CSc1nnc(-c2cccnc2)n1Cc1ccco1)c1ccc2ccccc2c1	0	14	45*	27	-3	7	0.4	-7	-2
CCn1nc(C)cc1-c1nnc(SCC(=O)Nc2ccccc2)n1CCCOC	-1	-7	3	-13	2	-2	6.6	-3	-1
COc1ccc(-c2nnc(-c3ccc(N)cc3)o2)cc1	-1	18	-16	34	-5	4	2.8	-1	-14
Cc1cc(NC(=O)c2cc(-c3ccccc3Cl)nc3ccccc23)no1	-4	10	32	41	0	-5	-0.8	-7	0
COc1ccc(C(=O)N2CCN=C2SCc2cccnc2)cc1OC	6	11	-15	-3	0	3	-0.8	-14	-1
Cc1ccc2[nH]cc(CCNC(=O)C3CCCO3)c2c1 (stereo unspecified)	-1	11	-15	7	-2	7	-0.8	-14	2
CCCCn1nnnc1NCc1ccc(OC)c(OC)c1OC	-4	15	21	12	-1	9	-0.9	-15	2
CCC(C(=O)NCC1CCCO1)N(Cc1ccccc1)C(=O)CNS(=O)(=O)c1ccccc1 (stereo unspecified)	-3	4	-14	6	-1	14	0.9	-12	-3
COc1ccc(/C=C/C(O)=C2/C(=O)NC3(C)CC2c2ccccc2O3)c(OC)c1OC (stereo unspecified)	-1	6	-12	11	-1	14	1.4	5	2
Cc1cc(NC(=O)CN(C)CC(=O)Nc2ccc(F)c(F)c2F)no1	-3	-6	13	11	-3	7	0.1	11	-2
CSCC[C@H](NC(=O)c1ccco1)c1nnc2ccccn12	1	16	16	9	3	9	1.6	16	0
C=CCn1c(CNC(=O)CCC)nc2ccccc21	-3	4	1	-5	1	-5	-0.6	3	-4
CC1=NN(C(C#N)c2ccccc2C)C(C)(C)C1 (stereo unspecified)	-5	-9	1	10	-4	1	1.7	2	-2
CNS(=O)(=O)c1cccc(C(=O)NCC(c2cccs2)N(C)C)c1 (stereo unspecified)	-1	-3	-3	-4	1	11	0.4	-9	0
O=C(Cc1ccccc1)NCCN1CCCC1	-1	-8	12	15	-4	10	-0.6	4	1
CCOC(=O)Nc1ccc2c(C)cc(=O)oc2c1	-3	22	3	-2	-2	5	-1.4	-14	-1
Cc1cc(C)c(NC(=O)C2CCCCN2C)c(C)c1 (stereo unspecified)	-1	5	-7	8	-1	-6	1.3	13	0
CC(=O)c1ccc(NC(=O)C2CCCN(S(=O)(=O)c3ccc(-n4cnnn4)cc3)C2)cc1 (stereo unspecified)	2	15	-8	-3	-1	5	-0.4	0	0
CCOC(=O)C(NC(=O)Nc1ccc(F)cc1F)(Oc1ccc(F)cc1)C(F)(F)F (stereo unspecified)	3	6	0	-1	0	-6	2.2	1	-2
Cn1c(=O)c2c(nc(N/N=C/c3ccc(OC(=O)c4ccco4)cc3)n2Cc2ccccc2)n(C)c1=O	3	5	5	-4	-4	16	6.4	-21	2
O=C(Nc1cccc2cccnc12)c1ccccc1Cl	-2	6	9	13	-5	13	1.4	20	2
Cc1ccc(NS(=O)(=O)c2c(C)[nH]c(C)c2C(=O)N2CCCC2)cc1	1	-12	18	6	3	10	3.3	-30	0
Cc1ccc(N=C2NC(=O)CS2)c(C)c1	-4	8	-15	-7	1	-6	1.0	22	0
COC(=O)c1cccc(COC(=O)c2cccnc2SC)c1	-3	28	8	5	1	-5	3.2	7	0
CCOC(=O)c1cnc2c(ccc3ccccc32)c1N	-2	19	-9	-6	-2	17	0.8	-12	1
C=CCN(C(=O)C1CSC2(C)CCC(=O)N12)c1nc(-c2ccccc2)cs1 (stereo unspecified)	0	18	27	33	-7	5	-2.6	27	0
Cc1c(C)c2ccc(OCC(=O)Nc3ccccc3C(N)=O)cc2oc1=O	1	-2	-4	-7	3	-6	-0.5	15	-2
O=C(OC(C(=O)Nc1ccc([N+](=O)[O-])cc1Br)c1ccccc1)c1ccccc1 (stereo unspecified)	-1	2	25	12	-4	10	-0.6	-26	-2
CCc1ccc(/C=c2\s/c(=C\C(=O)C(C)(C)C)[nH]c2=O)cc1	-5	16	53*	50	-4	32	5.6	16	9
COc1ccc(OC)c(S(=O)(=O)N2CCN(c3c(C)cccc3C)CC2)c1	-2	20	10	21	-5	8	0.4	10	5
Cc1ccc(C(=O)Nn2cnnc2)cc1	-2	-3	-7	-6	0	6	1.6	6	1
COC(=O)c1ccc(C)c(NC(=O)Cn2c(C)csc2=O)c1	-2	15	0	5	-2	9	1.3	-8	4
CCc1cccc(CN2CCC(CNC(=O)Nc3ccc(Cl)cc3)CC2)c1	-8	0	-7	0	-6	-6	0.4	-11	1
CCOCC(=O)Nc1cccc(Br)c1	-6	7	7	19	-2	-24	3.3	13	-3
COc1ccccc1NC(=O)Nc1cc(C(C)C)ccc1C	-2	17	-1	11	-1	6	0.5	2	6
CN1C(=O)CC(N2CCN(CCN=CC3=C(O)CC(C)(C)CC3=O)CC2)C1=O (stereo unspecified)	1	15	-16	3	-2	-16	0.5	-13	-2
COc1cc(OC)cc(C(=O)Nc2ccc(C(=O)Nc3ccccc3OC)cc2)c1	3	25	-27	-3	-2	-10	1.2	-2	35*
COCCCNC(=O)c1cc(C)nc2ccc(F)cc12	1	-3	3	18	2	-5	-2.5	-9	1
O=C(N1CCOCC1)N1CCN(S(=O)(=O)c2cccc([N+](=O)[O-])c2)CC1	3	24	1	4	-2	1	-1.8	-40	1
CC1CCC(NC(=O)CN(C)CC(=O)Nc2ccc(F)cc2)CC1 (stereo unspecified)	-6	6	4	19	5	7	-2.2	5	0
COc1ccc(C(=O)OC(C)CN2CCN(C)CC2)cc1 (stereo unspecified)	-1	-4	-11	-13	0	2	0.3	-1	2
CC(=O)OC1c2ccccc2C(=O)N1Cc1ccccc1Cl (stereo unspecified)	0	-1	3	13	-1	-6	0.6	14	-5
CC(C)c1ccc(NC(=O)CSc2n[nH]c(=O)n2Cc2ccco2)cc1	-5	8	-9	-7	-1	-3	9.1	-17	1
Later entries
SMILES	APJ ag	NALP3 yeast inh	tim10-1 inh	tim23-1 inh	beta cell repl	TIM10 inh	MPTP inh	APJ antag	GRIN3A LBD mod
CC(=O)c1cn(-c2ccc([N+](=O)[O-])cc2)c(=O)n(C)c1=O	0	11	4	7	-2	5	1.4	-5	0
COCC1CCCN(Cc2nc(C(c3ccccc3)c3ccccc3)no2)C1 (stereo unspecified)	-1	-8	13	9	-2	14	1.0	10	-1
CCNS(=O)(=O)c1ccc(NC(=O)c2cccnc2)cc1	-5	-2	3	-6	11*	8	0.0	-1	3
O=S(=O)(c1cccc(S(=O)(=O)N2CCC(n3nnc4ccccc43)CC2)c1)N1CCCCC1	-4	13	26	21	-3	-4	0.3	-2	-3
CC(=O)NCC(=O)NC(Cc1ccccc1)C(N)=O (stereo unspecified)	-3	0	10	0	0	1	-0.3	23	-1
Oc1ccccc1C1=NN(c2ccccc2)C(c2ccc(F)cc2)C1 (stereo unspecified)	-6	17	29	17	-5	7	0.4	18	1
Nc1nc(COC(=O)c2ccc3c(c2)OCCO3)nc(Nc2ccccc2)n1	1	7	18	24	2	-5	0.9	6	1
COc1ccccc1C(=O)Nc1ccc2c(c1)nc(CCNC(C)=O)n2C	-5	15	6	-8	0	5	-0.4	6	0
Cc1ccc(O)c(C(=O)/C=C/c2ccc3c(c2)OCCO3)c1	1	23	55*	41	-5	59*	1.6	13	-4
Cc1oc(-c2ccc(Cl)cc2)cc1C(=O)/C(C#N)=C/Nc1cccc(OC(F)(F)F)c1	-2	10	15	3	3	13	6.9	-3	-2

Complete entries as entered above. Order of screens: APJ ag, NALP3 yeast inh, tim10-1 inh, tim23-1 inh, beta cell repl, TIM10 inh, MPTP inh, APJ antag, GRIN3A LBD mod
O=S(=O)(c1cccc(S(=O)(=O)N2CCC(n3nnc4ccccc43)CC2)c1)N1CCCCC1 reads -4, 13, 26, 21, -3, -4, 0.3, -2, -3
Nc1nc(COC(=O)c2ccc3c(c2)OCCO3)nc(Nc2ccccc2)n1 reads 1, 7, 18, 24, 2, -5, 0.9, 6, 1
CCNS(=O)(=O)c1ccc(NC(=O)c2cccnc2)cc1 reads -5, -2, 3, -6, 11*, 8, 0.0, -1, 3

Rows are unselected; about 7.2% have a hit in one of these screens.
